High-throughput results deposited in PubChem by National Center for Advancing Translational Sciences (NCATS).
AmpC inh detg = blocks E. coli AmpC beta-lactamase in detergent assay. AmpC hydrolysis of nitrocefin, absorbance 480 nm, 0.01% Triton. Potency, µM (doses to about 114 µM), without a hit: top-dose activity change, negative = inhibition, hits mostly inhibitors. 370,000 tested, 0.041% active. AID 485294;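 note: potency is the fitted concentration of half-maximal effect; 0% = no-compound wells and -100% = no-enzyme wells; nearly all actives have a fitted effect of over 25% in size; some results filed as inactive show a strong effect at the top dose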
Target sequence (P00811 whole entry, looked up): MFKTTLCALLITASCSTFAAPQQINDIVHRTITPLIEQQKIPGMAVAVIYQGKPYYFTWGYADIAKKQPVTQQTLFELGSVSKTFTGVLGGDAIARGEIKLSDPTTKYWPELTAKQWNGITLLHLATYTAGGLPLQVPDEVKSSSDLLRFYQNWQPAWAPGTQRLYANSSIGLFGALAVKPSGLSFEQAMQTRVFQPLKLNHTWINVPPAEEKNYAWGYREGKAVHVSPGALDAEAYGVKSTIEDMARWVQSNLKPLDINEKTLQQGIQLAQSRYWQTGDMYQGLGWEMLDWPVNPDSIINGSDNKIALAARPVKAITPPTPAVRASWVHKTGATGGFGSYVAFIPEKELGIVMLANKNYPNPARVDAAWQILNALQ
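AmpC (5.3 nM in the dispensed reagent) in 20 mM phosphate pH 7.0 with 0.01% (detergent screen) or 0.0001% Triton X-100 was preincubated with compounds for 15 min at room temperature. Nitrocefin was then added from an 800 uM solution, and hydrolysis was followed at 480 nm.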
AMA1-RON2 inh = inhibitors of Plasmodium falciparum AMA1-RON2 interaction | AlphaScreen AMA1-biotinylated RON2 peptide binding | Potency, µM (titrated, usually from 58.2 µM), without a hit: at the highest dose activity change, negative = inhibition, usual class: inhibitors | 360,000 tested, 0.2% active | AID 720542;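 note: potency is the fitted concentration of half-maximal effect; 0% = vehicle wells and -100% = peptide control; nearly all actives have a fitted effect of over 45% in size; some results filed as inactive show a strong effect at the top dose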
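AMA1 (3D7) with his tag at 25 nM final met compounds first, then biotinylated RON2 peptide at 25 nM; detection used donor plus acceptor beads, 10 µg/mL apiece, read by AlphaScreen after 30 min at room temperature.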
TbPYK inhibitor = blocks Trypanosoma brucei pyruvate kinase. Q57TT1. Potency, µM (top dose mostly 76.8 µM), for inactives: at the top dose activity, negative = inhibition, hits mostly inhibitors. 410,000 tested, 0.12% active. TbPYK enzyme, Kinase-Glo Plus ATP luminescence, 45 min; note: potency is the fitted concentration of half-maximal effect; nearly all actives have a fitted effect of over 50% in size
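Enzyme and substrate buffer are dispensed first and compound is pin-transferred. ADP at 130 uM final then starts the reaction, which runs 45 min at room temperature. Detection reagent is added for 10 min before luminescence is imaged.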
LmPK inhibitor = blocks Leishmania mexicana pyruvate kinase activity | Potency, µM (doses to about 57.5 µM), without a hit: top-dose activity change, negative = inhibition, usual class: inhibitors | Q27686 | purified LmPK, Kinase-Glo ATP luminescence, 1 h | 290,000 tested, 0.37% active; note: potency is the fitted concentration of half-maximal effect
Target sequence (Q27686 whole entry, looked up): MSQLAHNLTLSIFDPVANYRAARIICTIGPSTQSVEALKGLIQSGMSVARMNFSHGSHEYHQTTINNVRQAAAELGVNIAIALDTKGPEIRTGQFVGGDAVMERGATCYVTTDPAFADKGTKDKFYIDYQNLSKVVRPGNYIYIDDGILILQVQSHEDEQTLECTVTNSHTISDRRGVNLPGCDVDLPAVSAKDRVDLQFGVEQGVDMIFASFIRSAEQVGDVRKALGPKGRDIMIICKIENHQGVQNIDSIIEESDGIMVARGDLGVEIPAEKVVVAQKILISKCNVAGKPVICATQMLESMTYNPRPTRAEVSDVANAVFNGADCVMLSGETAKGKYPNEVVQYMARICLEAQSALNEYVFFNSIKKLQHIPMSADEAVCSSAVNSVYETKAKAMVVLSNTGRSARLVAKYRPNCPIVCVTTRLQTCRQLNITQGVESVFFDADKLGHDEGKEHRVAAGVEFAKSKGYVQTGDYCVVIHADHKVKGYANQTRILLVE
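Pyruvate kinase activity monitored as ATP production (luciferase luminescence). Conditions: 0.1 nM enzyme, 0.5 mM PEP, 0.1 mM ADP, 1 h, RT; normalized against uninhibited and no-enzyme wells.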
HCMV inh = blocks human cytomegalovirus replication. HFF cells, HCMV-luciferase reporter, 72 h; hits give low values. activity change, negative = inhibition, % at 57.5 µM. 410,000 tested, 4.5% active. AID 1259415; in the data active = activity change below about -60%; inconclusive = no clear call, values can overlap the other calls; inactive = above about -39%
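Steps: HFFs plated, 16 h 37C; compounds added; HCMV-luciferase added to MOI 1 PFU/cell; 72 h 37C; OneGlo reagent, 5 min room temperature; luminescence read, normalized to controls.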
AmpC inh no detg = blocks E. coli AmpC beta-lactamase in detergent-free assay | AmpC nitrocefin hydrolysis, absorbance 480 nm, 0.0001% Triton | AID 485341 | Potency, µM (series often up to 57.1 µM), for inactives: top-dose activity change, negative = inhibition, hits mostly inhibitors | 330,000 tested, 0.52% active;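 note: potency is the fitted concentration of half-maximal effect; plate controls were no compound for no effect and no enzyme for full effect; nearly all actives have a fitted effect of over 20% in size; some results filed as inactive show a strong effect at the top dose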
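AmpC (5.3 nM in the dispensed reagent) in 20 mM phosphate pH 7.0 with 0.01% (detergent screen) or 0.0001% Triton X-100 was preincubated with compounds for 15 min at room temperature. Nitrocefin was then added from an 800 uM solution, and hydrolysis was followed at 480 nm.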
HCV inhibitor = inhibitors of hepatitis C virus infection; Huh7.5.1 HCVcc-Cre infection, luciferase reporter, 44 h; Potency, µM (doses to about 41.8 µM), for the others: at the highest dose activity change, negative = inhibition, most hits filed as inhibitors; 340,000 tested, 3.4% active; AID 651820; note: potency is the fitted concentration of half-maximal effect
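Whole-lifecycle infectious HCVcc-Cre system; cells 1,000/well, compound then virus (~0.5 moi) added 4 h after plating, 44 h culture. Luciferase read 15 sec following 15 min substrate incubation, room temp.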
The depositor's hits bear a star; u = inconclusive; x = not tested or not shown; [ ] = remark or other dose. Unless noted, calls come from the whole dose curve; as a rule, active = well fitted curve in the direction sought with a large enough effect; inconclusive = small, poorly fitted or top-dose-only effect, or another doubt; inactive = no such curve, though single readings can be large; an effect the other way counts as inactive or inconclusive. Unless noted, % is set by controls: 0 for no effect and ±100 for the full control effect.

SMILES | AmpC inh detg | AMA1-RON2 inh | TbPYK inhibitor | LmPK inhibitor | HCMV inh | AmpC inh no detg | HCV inhibitor
COc1ccc2c(C)c(CCC(=O)NC3CC3)c(=O)oc2c1C | -5% | 12% | 1% | 3% | 16 | -17% | -15%
N#Cc1ccc(C(=O)CSc2n[nH]c(=O)n2-c2cccnc2)cc1 | -9% | 11% | -13% | -1% | 23 | 3% | -7%
CCOc1ccc2nc(SCC(=O)NC3CC3)sc2c1 | -7% | -10% | -2% | 2% | 31 | 3% | u
CCOC(=O)c1[nH]c2ccc(OC)cc2c1NC(=O)CN1CCC2(CC1)OCCO2 | 8% | -2% | 5% | -2% | 30 | -3% | 1%
COC(=O)c1ccc(Cn2c(C)c(C(=O)NCc3ccc(C#N)cc3)sc2=O)o1 | x | 0% | 5% | x | 10 | x | x
O=C1NC(=O)C(Cc2c[nH]c3ccccc23)N1 (stereo not drawn) | u | 17% | -3% | 1% | -30 | 25% | 13%
CC(=O)C1=CCC(c2ccccc2F)N(S(=O)(=O)c2ccc(C)cc2)C1 (stereo not drawn) | x | -3% | 4% | x | -32 | x | x
Cc1ccc(NC(=O)[C@H](Cc2ccccc2)N2Cc3ccccc3C2=O)cc1F | 2% | x | -4% | x | -8 | x | x
O=c1c(C(c2ccc(O)cc2)c2c(O)nc3n(c2=O)CCS3)c(O)nc2n1CCS2 | -3% | -8% | u | 12% | -12 | -8% | 15%
COc1cccc(NC(=O)COc2ccccc2C(N)=O)c1 | -1% | 1% | 1% | u | 14 | -3% | 5%
Cc1nn(Cc2ccccc2)c(C)c1C=C1C(=O)NC(=S)NC1=O | -10% | 11% | u | 1% | -1 | -13% | 16%
Cc1ccc(C(=O)Cn2c(N3CCOCC3)nc3c2c(=O)n(C)c(=O)n3C)cc1 | -10% | -3% | 7% | -4% | -10 | -5% | 2%

Whole records from above. Screens in order: AmpC inh detg	AMA1-RON2 inh	TbPYK inhibitor	LmPK inhibitor	HCMV inh	AmpC inh no detg	HCV inhibitor
Listed for `O=C1NC(=O)C(Cc2c[nH]c3ccccc23)N1` (stereo not drawn) : u	17%	-3%	1%	-30	25%	13%
Listed for `Cc1ccc(NC(=O)[C@H](Cc2ccccc2)N2Cc3ccccc3C2=O)cc1F` : 2%	x	-4%	x	-8	x	x
Listed for `CCOC(=O)c1[nH]c2ccc(OC)cc2c1NC(=O)CN1CCC2(CC1)OCCO2` : 8%	-2%	5%	-2%	30	-3%	1%
Listed for `CCOc1ccc2nc(SCC(=O)NC3CC3)sc2c1` : -7%	-10%	-2%	2%	31	3%	u
Listed for `CC(=O)C1=CCC(c2ccccc2F)N(S(=O)(=O)c2ccc(C)cc2)C1` (stereo not drawn) : x	-3%	4%	x	-32	x	x

An excerpt from above in order of molar mass, smallest number first.
SMILES | AmpC inh detg | AMA1-RON2 inh | TbPYK inhibitor | LmPK inhibitor | HCMV inh | AmpC inh no detg | HCV inhibitor
CCOc1ccc2nc(SCC(=O)NC3CC3)sc2c1 | -7% | -10% | -2% | 2% | 31 | 3% | u
COc1ccc2c(C)c(CCC(=O)NC3CC3)c(=O)oc2c1C | -5% | 12% | 1% | 3% | 16 | -17% | -15%
CC(=O)C1=CCC(c2ccccc2F)N(S(=O)(=O)c2ccc(C)cc2)C1 (stereo not drawn) | x | -3% | 4% | x | -32 | x | x

Continuation:
SMILES | AmpC inh detg | AMA1-RON2 inh | TbPYK inhibitor | LmPK inhibitor | HCMV inh | AmpC inh no detg | HCV inhibitor
CN(C)c1ccc(C=C(C#N)C#N)cc1 | -6% | -10%[2.32 µM] | -7% | -1% | -20 | -12% | 1%
CCOC(=O)C1=C(C)C2C3C(=O)N(c4ccccc4C)C(=O)C3C1(C)C1C(=O)N(c3ccccc3C)C(=O)C21 (stereo not drawn) | -8% | -13% | 17% | 1% | -11 | 98%[activator] | 24%
Cc1cc(-c2nc3ccccc3o2)c2ccccc2n1 | -1% | 8% | -8% | -1% | 165 | -1% | 14µM*
COc1ccc(/C(O)=C2/C(=O)C(=O)N(CCCN3CCOCC3)C2c2ccc(Cl)cc2)cc1 (stereo not drawn) | x | 4% | 8% | x | 11 | x | x
Cc1c(CNCCc2ccc(S(N)(=O)=O)cc2)c(C(=O)O)c(C)n1Cc1ccc(Cl)cc1 | 2% | x | -5% | x | 19 | x | x
O=C(CSc1nc2ccccc2o1)N/N=C/c1ccccc1C(=O)O | -1% | 133%[activator] | 3% | 0% | 22 | -15% | 10%
c1ccc(CSc2nnc(-c3ccccc3)c(-c3ccccc3)n2)cc1 | x | 6% | -13% | x | -28 | x | 24%
O=C(COC(=O)/C=C/c1ccc(C(F)(F)F)cc1)NC1CCCC1 | 5% | 0% | 0% | -11% | -15 | -19% | 13%
CC(=O)C1=NOC(CNC(=O)c2c(-c3ccccc3Cl)noc2C)C1 (stereo not drawn) | -5% | -5% | 0% | 0% | 80 | -4% | u
c1ccc2c(CN3CCOCC3)c3ccccc3c(CN3CCOCC3)c2c1 | 5% | 17% | -8% | 2% | -13 | -10% | 7%
CCN1CCN(C(=O)C(C)Sc2nnc3nc(C)cc(C)n23)CC1 (stereo not drawn) | 4% | 3% | 1% | x | 45 | -5% | 8%
CCc1ccc([C@H]2[C@@H]3C(=O)C[C@@H]4C(=O)N(CC)C(=O)[C@@H]4[C@@H]3CN2S(=O)(=O)c2ccc(C)cc2)cc1 | x | 6% | 1% | x | -10 | x | x
COc1ccc(OC)c(CCNC(=O)c2ccc(CS(=O)(=O)c3ccc(Br)cc3)o2)c1 | -3% | -12% | -3% | 15% | 6 | 7% | u
O=C(CCNS(=O)(=O)c1ccc2c(c1)CCC(=O)N2)NCc1cccnc1 | 0% | 2% | 2% | -2% | 113 | -14% | -20%
CN(C(=O)Nc1ccc(F)cc1)[C@H]1C[C@H]2c3[nH]c4ccccc4c3CCN2C(=O)[C@H]1CO | x | -4% | -6% | x | -7 | x | x
COc1cccc(C2c3c(oc4ccccc4c3=O)C(=O)N2CCCN(C)C)c1OC (stereo not drawn) | 3% | -5% | -2% | 11% | -8 | 2% | -2%
Cn1c(Cn2c(=O)sc3ccccc32)nnc1SCC(=O)Nc1ccc2c(c1)OCO2 | x | 16% | -6% | x | 19 | x | 9%
CCn1c(O)c(N=NC(=O)CNC(=O)c2cccnc2)c2ccccc21 | x | 8% | 5% | x | 0 | x | x
CCN(CC)S(=O)(=O)c1cccc(C(=O)Nc2ccc(C#N)cc2)c1 | u | -1% | -8% | 5% | u | -41% | u
COc1ccc(OC(=O)c2cc3cc(Cl)ccc3oc2=O)cc1 | -1% | -4% | -3% | 1% | -10 | -2% | 13%
Nn1c(-c2ccccc2Cl)nnc1-c1ccccc1Cl | -12% | -9% | 1% | -5% | 21 | -16% | -19%
Cc1nc(N2CCC(C)CC2)c2c(C)c(C(=O)Nc3ccc4c(c3)OCCO4)sc2n1 | u | -12% | 8% | 3% | 0 | 4% | 4%
COc1ccc(CC(C(=O)Nc2cccc(F)c2)c2nn[nH]n2)c(OC)c1 (stereo not drawn) | u | -9% | 1% | 4% | -8 | -20% | 10%
CN(CC(=O)Nc1ccc(F)c(F)c1F)C(=O)C1CCCO1 (stereo not drawn) | -7% | 0% | 2% | x | 1 | -9% | 16%
Fc1ccc(-c2cc3nc(-c4ccccc4)cc(N4CCN(CCN5CCOCC5)CC4)n3n2)cc1 | u | 14% | -24% | 4% | -71* | 191%[activator] | 10µM*
O=C(Oc1ccccc1O)c1cccc2ccccc12 | -1% | x | x | 1% | u | -37% | x
CCN1CCN(C(=O)C(=O)c2c(C)[nH]c3ccccc23)CC1 | 3% | -3% | -4% | -13% | 24 | -4% | -2%
CCN1CCN(C(=O)c2cc3cc([N+](=O)[O-])ccc3oc2=O)CC1 | -1% | 1% | 2% | 4% | -11 | -21% | 1%
COc1ccc(C(=O)Oc2cc(/C=N/NC(N)=S)ccc2OC)cc1 | u | 2% | 0% | 4% | -9 | -54% | -5%
Cc1nc2cc(NCc3ccc(Cl)cc3)ccc2n1C | 2% | -3% | -1% | 1% | -11 | 12% | -29%
O=C1CCC/C(=N\NC(=O)c2ccc(NS(=O)(=O)c3ccc(Br)cc3)cc2)C1 | -7% | 7% | -1% | 3% | -32 | 28µM* | 15%
CC1(c2ccc3c(c2)OCCO3)NC(=O)N(CC(=O)Nc2ccccc2F)C1=O (stereo not drawn) | -3% | -14% | 7% | x | -11 | -14% | -6%
COc1ccccc1-n1c(SCC(=O)Nc2ccc(Cl)cc2)nc(O)c(Cc2ccccc2)c1=O | x | 5% | -6% | x | u | x | x
Cc1ccc(C(=O)NC(=S)NCCCN2CCOCC2)cc1 | 0% | -23% | 1% | -3% | -34 | -25% | -2%
O=c1c2cc(NC(=S)N3CCCCCC3)ccc2nc2n1CCCCC2 | -13% | 6% | -1% | 6% | u | 18% | u
COc1ccc(OC)c(NC(=O)c2sc3nc(Cc4ccccc4)cc(C(F)(F)F)c3c2N)c1 | -9% | -1% | -5% | -10% | 24 | -21% | u
CC(C)c1ccc(/C=C2\SC(=S)N(CCC(=O)NCCCn3ccnc3)C2=O)cc1 | -2% | 9% | -11% | -9% | -97* | 139%[activator] | u
CCOC(=O)n1c(SCC(N)=O)nc2ccccc21 | u | -12% | 0% | -1% | 16 | 7% | -14%
Cc1cc(Cl)ccc1NC(=O)C1CCCN1C(=O)c1cccs1 (stereo not drawn) | 2% | -7% | 6% | -4% | -14 | -18% | 4%
CCc1ccc(NS(=O)(=O)c2ccc3[nH]cc(C(=O)NC4CCCC4)c(=O)c3c2)cc1 | -6% | x | 3% | x | -7 | x | x
COc1ccc(C(C)=O)cc1CC1(C)C(=O)Nc2ccc(OC(F)(F)F)cc21 (stereo not drawn) | x | -2% | -1% | x | -2 | x | x
COc1cccc(CNC(=O)c2cc(C)nc3ccccc23)c1 | -9% | 2% | 2% | -3% | 23 | -3% | -20%
CC(=O)Nc1cncc(-c2cccc(C(=O)N(C)C)c2)n1 | x | 11% | -3% | x | 35 | x | x
